NR2F2 inh: blocks human COUP-TFII nuclear receptor. hit rate 0.7% among 370,000. HEK293T NGFI-A luciferase reporter, luminescence. AID 686940. inhibition, % at 8.6 µM. P24468;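 active means inhibition above a per-plate cutoff, mean inhibition of test wells between control levels plus 3 SD, cut at about 38% in these data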;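 further: cells cotransfected with COUP-TFII expression vector driving the NGFI-A reporter; 0% = median of COUP-TF2 test wells and 100% = reporter-only cells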
NR5A2 inv ag: suppresses constitutive activity of human LRH-1 | hit rate 0.13% among 360,000 | inhibition, % at 3.6 µM | HEK293T StAR-luciferase reporter, LRH-1 transfected, 24 h | AID 602396;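 active means inhibition above the mean inhibition of all tested compounds plus 3 SD, cut at about 73% in these data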;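 further: 0% = DMSO wells and 100% = reporter-only cells lacking LRH-1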
Target sequence (O00482 whole entry, looked up): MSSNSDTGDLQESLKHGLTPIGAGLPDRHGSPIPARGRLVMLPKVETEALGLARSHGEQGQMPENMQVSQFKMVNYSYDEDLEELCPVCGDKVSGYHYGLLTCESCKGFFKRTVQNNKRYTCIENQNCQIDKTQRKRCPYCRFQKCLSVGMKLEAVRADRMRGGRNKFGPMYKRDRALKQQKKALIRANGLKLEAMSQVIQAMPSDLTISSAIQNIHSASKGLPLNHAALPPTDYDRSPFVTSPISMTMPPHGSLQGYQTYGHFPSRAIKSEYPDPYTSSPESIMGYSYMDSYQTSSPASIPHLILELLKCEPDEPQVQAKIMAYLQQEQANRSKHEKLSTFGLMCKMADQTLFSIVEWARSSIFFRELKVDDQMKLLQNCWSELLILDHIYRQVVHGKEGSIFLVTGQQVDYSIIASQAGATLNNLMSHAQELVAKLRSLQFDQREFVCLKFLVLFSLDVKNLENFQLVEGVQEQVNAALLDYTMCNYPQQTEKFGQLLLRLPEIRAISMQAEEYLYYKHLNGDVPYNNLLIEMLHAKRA
NOD2-RIPK2 inh: blocks binding of human NOD2 to RIPK2. O43353. CHO BLA complementation NOD2-RIPK2, CCF4 ratio. hit rate 0.38% among 360,000. inhibition, % at 4.98 µM; in the data active means inhibition above about 21%;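 further: 0% = vehicle only and 100% = reference blocker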
TLR9-MyD88 block: inhibitors of human TLR9-MyD88 binding | Q9NR96+Q99836 | CHO BLA complementation TLR9-MyD88, CCF4 FRET ratio | inhibition, % at 4.98 µM | hit rate 0.21% among 340,000 | AID 504734;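 active means inhibition above the mean over all tested compounds plus 3 SD, cut at about 21% in these data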;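 further: 0% = DMSO only wells and 100% = clavulanate BLA inhibitor control wells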
LMP1 NFkB inh: reduces LMP1-driven NF-kappaB luciferase signal | LMP1-induced NF-kappaB luciferase reporter cells, luminescence | inhibition, % at 12.5 µM | hit rate 0.69% among 350,000 | AID 504558; in the data active means inhibition above about 41%;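 further: 0% = neutral control wells and 100% = reference inhibitor control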
MC4R barr agon: human MC4R agonism via beta-arrestin; P32245; U2OS MC4R beta-arrestin complementation, luminescence; percent of melanotan II response, DMSO zero; activation, % at 8.9 µM; hit rate 0.98% among 360,000; AID 540308;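 active means activation above a per-plate cutoff, the mean activation of sample wells on that plate plus 3 SD, cut at about 8% in these data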
Target sequence (P32245 whole entry, looked up): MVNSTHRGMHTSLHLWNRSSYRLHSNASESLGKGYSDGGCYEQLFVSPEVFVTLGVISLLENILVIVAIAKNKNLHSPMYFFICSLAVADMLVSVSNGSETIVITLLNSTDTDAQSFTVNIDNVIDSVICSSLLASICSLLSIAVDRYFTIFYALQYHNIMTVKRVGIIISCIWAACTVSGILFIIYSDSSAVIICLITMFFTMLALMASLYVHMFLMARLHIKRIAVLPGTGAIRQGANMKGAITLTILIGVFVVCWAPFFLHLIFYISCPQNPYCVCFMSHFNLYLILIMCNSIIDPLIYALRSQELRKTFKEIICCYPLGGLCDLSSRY
ABHD5-PLIN5 inh: inhibitors of human ABHD5-perilipin-5 interaction; hit rate 0.78% among 360,000; Q00G26+Q8WTS1; Split G. princeps luciferase complementation, luminescence, 4 h; inhibition, % at 4 µM;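 active means inhibition above the mean inhibition across every tested compound plus 3 SD, cut at about 22% in these data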;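 further: 0% = DMSO only wells and the 100% control is not disclosed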
NCOA2 inhibitor: human SRC2 (NCOA2) inhibition; HEK293 GAL4-SRC2 luciferase reporter, luminescence; inhibition, % at 9 µM; hit rate 0.17% among 370,000; AID 651957;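 active means inhibition above the mean inhibition of all tested compounds plus 3 SD, set per campaign, cut at about 52% in these data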;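 further: 0% = DMSO treated cells and 100% = cells given Gossypol at 36 µM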
MC4R antagonist: human MC4R antagonism in cAMP assay; MC4R-expressing cells, MTII-stimulated cAMP, LANCE TR-FRET; hit rate 0.48% among 360,000; inhibition, % at 6.5 µM; AID 540295; P32245;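 active means inhibition above its plate's cutoff, the mean of tested wells on that plate plus 3 SD, cut at about 29% in these data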;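 further: 0% = Melanotan II alone and 100% = Melanotan II plus saturating MCL0020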
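Assay system: U2OS cells stably expressing human melanocortin 4 receptor (MC4R) / Dosing: 6.5 µM / Timing: compound 30 min, challenge 1 h, detection 1 h / Measured by: Eu-cAMP/anti-cAMP TR-FRET, emission 671 nm / Replicates: singlicate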
NCOA3 inh: inhibits human SRC3 coactivator. Q9Y6Q9. HEK293 GAL4-SRC3 luciferase reporter, luminescence. inhibition, % at 3.6 µM. hit rate 0.17% among 360,000. AID 588352;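 active means inhibition above a per-campaign cutoff, the mean of all compounds plus 3 SD, cut at about 60% in these data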;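 further: 0% = DMSO-treated cells and 100% = gossypol-treated cells at 36 µM; higher means less SRC3-driven luciferase light from the GAL4 reporter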
NCOA1 inh: inhibits human SRC1 coactivator. HEK293 GAL4-SRC1 luciferase reporter, luminescence. hit rate 0.12% among 360,000. inhibition, % at 3.6 µM. Q15788;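 active means inhibition above the campaign mean plus 3 SD, with each screening campaign given its own cutoff, cut at about 60% in these data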;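 further: 0% = DMSO treated cells and 100% = gossypol at 36 µM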
* hit, by the source's call; . = not tested or not shown.

SMILES	NR2F2 inh	NR5A2 inv ag	NOD2-RIPK2 inh	TLR9-MyD88 block	LMP1 NFkB inh	MC4R barr agon	ABHD5-PLIN5 inh	NCOA2 inhibitor	MC4R antagonist	NCOA3 inh	NCOA1 inh
CC(C)(C)c1ccc(S(=O)(=O)NC(=O)C2(C)CCN2C(=O)CC2CCCC2)cc1 (configuration not stated)	0	10	6	.	.	-1.1	7	-3	0	-14	-2
Cc1csc(SC(C)C(=O)Nc2ccc3c(c2)OCCO3)n1 (configuration not stated)	6	8	-2	9	-7	-2.0	-5	1	8	-3	-18
COc1ccc(C2=NN(C(C#N)c3ccc(OC)cc3)C(c3ccccc3)C2)cc1 (configuration not stated)	-49	-97	1	6	-12	-2.3	4	-15	-1	-62	-101
O=S(=O)(c1ccccc1)N1CCC(c2ccccc2)CC1	-11	8	-7	-1	-11	-0.4	1	1	-3	9	-8
CCN1CCN(Cc2nc3c(c(=O)n(C)c(=O)n3C)n2CCc2ccccc2)CC1	9	1	1	-1	-6	1.1	-2	-9	4	-40	-5
c1cc(-c2ccncc2)ccn1	-13	13	-4	-11	4	-0.7	-5	10	8	1	9
CON=C(C(=O)NC1C(=O)N2C(C(=O)O)=C(CSc3nc(=O)c(=O)[nH]n3C)CSC12)c1csc(N)n1 (configuration not stated)	3	-17	2	-3	-9	-1.0	2	-17	4	-17	0
Fc1ccc(NC(=S)Nc2cccc3ccccc23)cc1	12	-16	-7	4	-20	-1.0	-24	-45	0	-35	-38
NC(=O)c1cccc(-c2ccnc3c2CC(C(=O)NCc2cccc(Cl)c2)O3)c1 (configuration not stated)	2	0	-4	.	.	0.0	-4	-9	-8	-29	1
O=C(Nc1ccc(S(=O)(=O)NCc2ccccc2)cc1)Nc1ccc2c(c1)OCO2	.	-48	-5	-10	-13	4.1	-13	.	10	-12	-24
CCOc1ccc(NC(=O)C2CC3CCC2C3)cc1 (configuration not stated)	-12	-61	-7	.	.	0.7	-5	-40	2	-51	-43
CC(=O)N1CCN(C(=O)c2cccc(S(=O)(=O)NCc3ccccc3)c2)CC1	-20	9	-3	0	0	-1.2	0	-9	0	9	7
O=c1oc2ccccc2c(O)c1Sc1c(O)c2ccccc2oc1=O	.	18	3	-1	2	-1.0	-5	.	16	3	-3
COc1ccc2c3c([nH]c2c1)[C@H]1C[C@H]2[C@H](C[C@@H](O)[C@H](OC)[C@H]2C(=O)O)CN1CC3	3	4	0	-9	-3	0.9	-5	18	-1	-28	-4
Cc1nnc(N/N=C/c2cc([N+](=O)[O-])c(N3CCC(C)CC3)cc2N2CCC(C)CC2)n1N	4	21	6	9	-27	-2.6	-21	11	8	6	-7
Cc1cc2nc(-c3ccc(Cl)cc3)c(CC(C)(C)C)n2c(C)c1Br	-16	16	-7	.	.	.	-5	7	.	9	9
CS(=O)(=O)NN1C(=O)c2ccccc2NC1c1cccc2cccnc12 (configuration not stated)	-3	-44	-7	-2	-9	-1.8	3	-16	8	-53	-33
COc1cccc(NC(=O)c2ccc3c(O)c(S(=O)(=O)c4ccccc4)c(=O)[nH]c3c2)c1	4	6	-6	-18	0	-1.5	-4	3	0	-5	14
COc1ccccc1CN1C[C@@H]2C[C@@H](c3ccccc3C)N3CCC[C@@]23C1=O	2	11	1	-3	10	-3.1	-5	8	2	12	-8
CCOC(=O)C1CCCN(C(=O)c2ccc3sccc3c2)CC1 (configuration not stated)	13	0	15	.	.	1.3	-1	-15	3	3	4
COc1ccc(CC(=O)NCc2nnc(SCC(=O)N3CCN(c4ccccc4)CC3)n2C)cc1	-18	3	-8	1	-2	-1.6	-5	-18	1	4	-7
CCSc1sc(CC)cc1C=O	19	6	-9	9	-2	-2.2	-3	14	10	18	-15
OCCC1CN(Cc2ccon2)CCN1Cc1ccc(F)c(F)c1 (configuration not stated)	-2	13	4	11	0	-0.6	2	7	-2	-3	6
O=C1c2cccnc2C(Nc2ccccc2)N1Cc1ccco1 (configuration not stated)	11	-18	3	-16	-11	0.7	18	-25	-1	3	-6
Cc1cccc(-n2cnc3cc(C(=O)N4CCCCC4)ccc32)c1	-24	-47	4	5	-28	-0.9	4	-21	2	-31	-64
COCCNC(=O)C1CCCN(C(=O)c2cc(-c3cccs3)oc2C)CC1 (configuration not stated)	11	12	-12	.	.	-2.8	3	-8	0	-9	4
Cc1ccccc1NC(=O)C1CCN(S(=O)(=O)c2cccc3nonc23)CC1	-11	-2	-4	-9	-3	-2.2	0	-24	7	23	8
COc1ccccc1N(CC(=O)NCCSCc1ccccc1)S(C)(=O)=O	-3	-23	-8	-6	20	2.3	4	4	18	-1	12
O=C(COc1ccc(/C=N/NS(=O)(=O)c2ccccc2)cc1)NCc1ccccc1	14	-8	-6	-3	-1	-1.7	0	1	-1	3	15
COc1ccc(N2CCN(C(=O)c3cccc(N4C(=O)C5C6C=CC(C6)C5C4=O)c3)CC2)cc1 (configuration not stated)	9	3	3	0	-5	0.0	-1	-11	7	5	-40
Cc1cc(OC(=O)N2CCOCC2)cc(C)c1Cl	-22	-13	-8	-15	-4	-1.2	-1	11	-2	-13	-6
O=C(CSc1cccc[n+]1[O-])CSc1cccc[n+]1[O-]	-9	-4	-8	-1	-4	0.3	1	-38	12	-3	-1
O=C(CSc1nc(-c2ccccc2)c(-c2ccccc2)o1)NC1CCS(=O)(=O)C1 (configuration not stated)	11	8	-7	-4	-3	-0.8	2	-1	24	-7	-7
Cc1ccc(OCC(=O)N/N=C/c2cccn2C)cc1	-1	7	-3	0	0	-1.7	0	-6	-2	-16	-14
O=C(Nc1cccn2ncnc12)c1cccc(C(F)(F)F)c1	-26	-20	-9	-13	7	-1.3	2	-17	-3	12	-12
COc1ccc(OC)c(-c2cnc(OC(C)(C)C)nc2OC(C)(C)C)c1	7	-55	7	-5	2	-1.1	-1	6	-24	16	-8
O=C(NCc1ccc(F)cc1)c1cc(C2CCCCN2S(=O)(=O)Cc2ccccc2)on1 (configuration not stated)	-2	-3	-11	.	.	-1.6	4	-3	6	13	-7
Cc1cc(C)c2c(=O)n3c(nc2c1)C(Cc1ccccc1)NC(=O)c1cccnc1-3 (configuration not stated)	11	-3	-8	1	-6	-0.7	-1	-2	5	1	0
Cc1c(Cl)cccc1NC(=O)CSC(N)=O	0	-10	-7	5	1	3.7	-7	-11	12	4	2
CCO[C@@H]1OC(C(=O)NCc2ccccc2)=C[C@H](c2cn(C(C)=O)c3ccccc23)[C@H]1CCCO	-5	12	2	1	9	-1.2	-7	0	2	-8	-3
CCCC(=O)NCc1cc(-c2nn(C)c(=O)c3ccccc23)ccc1OC	-36	2	-4	20	8	-1.2	-1	-5	20	1	-8
Cn1nnnc1SCC(=O)N1CCN(Cc2ccccc2)CC1	1	5	-14	5	-3	-2.9	-6	9	-3	10	-35
O=C(Nc1ccccc1O)c1nc(Cl)ccc1Cl	4	9	-2	-1	1	-1.6	0	-34	-2	18	-13
O=C(NCCc1c[nH]c2ccccc12)Nc1ccccc1	-2	-6	-10	-5	-3	-1.6	11	-16	2	-12	-32
CCC(Oc1ccccc1)C(=O)Nc1ccccc1N1CCCCC1 (configuration not stated)	11	19	-2	-10	-2	-1.6	-8	4	10	-18	-32

Full records as entered above. Order of values: NR2F2 inh	NR5A2 inv ag	NOD2-RIPK2 inh	TLR9-MyD88 block	LMP1 NFkB inh	MC4R barr agon	ABHD5-PLIN5 inh	NCOA2 inhibitor	MC4R antagonist	NCOA3 inh	NCOA1 inh
Shown for `O=C(NCc1ccc(F)cc1)c1cc(C2CCCCN2S(=O)(=O)Cc2ccccc2)on1` (configuration not stated) = -2	-3	-11	.	.	-1.6	4	-3	6	13	-7
Shown for `O=C(Nc1ccc(S(=O)(=O)NCc2ccccc2)cc1)Nc1ccc2c(c1)OCO2` = .	-48	-5	-10	-13	4.1	-13	.	10	-12	-24
Shown for `O=C(COc1ccc(/C=N/NS(=O)(=O)c2ccccc2)cc1)NCc1ccccc1` = 14	-8	-6	-3	-1	-1.7	0	1	-1	3	15
Shown for `Cc1c(Cl)cccc1NC(=O)CSC(N)=O` = 0	-10	-7	5	1	3.7	-7	-11	12	4	2

Going on with the list:
SMILES	NR2F2 inh	NR5A2 inv ag	NOD2-RIPK2 inh	TLR9-MyD88 block	LMP1 NFkB inh	MC4R barr agon	ABHD5-PLIN5 inh	NCOA2 inhibitor	MC4R antagonist	NCOA3 inh	NCOA1 inh
COc1ccc(S(=O)(=O)NCCc2ccco2)cc1OC	1	-4	13	-7	-8	0.0	-9	3	16	5	17
Cc1cc(C)nc(N/N=C/C=C/c2ccccc2)n1	-14	-45	-9	0	5	-1.8	-9	-11	-10	-26	-9
O=C(CSc1ccc(-c2cccnc2)nn1)N1CCCC1	15	5	-7	6	-2	-3.5	-2	-9	6	7	-2
Cc1ccc(C(C(=O)NC(C)(C)C)N(CCCN2CCOCC2)C(=O)c2ccc(-c3ccccc3)[nH]2)o1 (configuration not stated)	25	-12	-2	4	-11	-1.8	-2	-7	3	1	-10
CC1(C2CC2)NC(=O)N(CC(=O)N2CCN(c3ccc(F)cc3)CC2)C1=O (configuration not stated)	-8	-13	-8	-4	4	-2.8	5	-4	19	-23	1
CCc1ccc(OC(C)C(=O)Nc2ccccc2C(=O)N2CCOCC2)cc1 (configuration not stated)	-5	11	-1	7	-2	1.1	10	1	-7	22	-21
COc1ccc(Oc2ccccc2C=O)cc1	-10	-5	-4	-2	-2	-2.0	-2	-2	-19	9	9
COC(=O)c1ccsc1NC(=O)CCc1ccccc1	-49	-43	6	2	-11	-0.8	1	-29	2	-37	-26
Cc1c(NC(=O)COc2ccc(C(C)C)cc2)c(=O)n(-c2ccccc2)n1C	8	7	-5	-3	-3	-4.8	2	-8	11	-12	7
O=C(C1=C[C@@H](C2CCCCC2)C[C@@H](OCCCCO)O1)N1CCOCC1	-8	30	4	0	4	-2.1	4	-3	-7	-24	-27
O=C(NCC1CCCO1)C(c1cccs1)N(C(=O)Cn1nnc(-c2cccs2)n1)C1CCCC1 (configuration not stated)	-8	16	-8	1	1	-0.8	-1	-23	2	-4	-10
CCNc1oc(-c2ccccc2F)nc1S(=O)(=O)c1ccccc1	.	7	-1	-5	3	-4.9	-3	.	5	19	11
CC(=O)Nc1ccc(S(=O)(=O)N2CCN(c3cc(C)nc4ncnn34)CC2)cc1	11	3	-11	3	-1	-1.9	4	-6	3	13	-3
C=CCn1c(N)cc(=O)nc1SC(C)C(=O)Nc1cccc2ccccc12 (configuration not stated)	7	-5	-1	5	8	-1.9	-2	-15	-6	16	7
C/C=C/Cn1c(SCc2ccccc2)nc2c1c(=O)[nH]c(=O)n2C	3	10	-4	-2	-7	-0.4	-2	0	3	-45	-45
COc1ccc(-c2csc(C(C)(O)c3ccc(F)c(F)c3)n2)cc1 (configuration not stated)	2	-2	-11	.	.	2.7	-9	-14	0	-23	-27
O=C(CN1C(=O)c2cccc3cccc1c23)NCc1ccccn1	-10	-1	-1	3	-4	0.2	4	-9	7	-7	-2

Screening results (PubChem BioAssay)

This is a subset, so the mix of outcomes need not match the whole.
